# TNAP inhibition: inhibition of tissue-nonspecific alkaline phosphatase – biochemical, luminescent (AID 518) | inhibition, % at 20 µM; hits with a dose series show IC50 in µM | 64,000 tested, 0.09% active | purified TNAP enzyme, luminescent substrate readout; higher % means a stronger effect; in the data active = a potency from the dose series; inactive = the rest, 99 in 100 with inhibition below about 22%;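 note: plate controls were vehicle for no effect and reference inhibitor for full effect; many of its hits are not listed in these tables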
# HT1080 cytotoxicity: HT1080 cell viability loss – fluorescence readout (AID 620); HT1080 viability, fluorescence; higher % means a stronger effect; cytotoxicity, % at 10 µM; hits with a dose series show EC50 in µM; 87,000 tested, 0.42% active;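 note: cells exposed to compound overnight then 4 h with Alamar Blue; 0% = vehicle DMSO and 100% = killing control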
# Spn DPM-DC inh: blocks S. pneumoniae diphosphomevalonate decarboxylase; calls only at 10 µM; AID 556; 65,000 tested, 0.49% active; purified DPM-DC, PK/LDH coupled NADH fluorescence;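 active = the 320 compounds with the highest percent inhibition in the single-dose primary screen, excluding strongly autofluorescent ones, cut at about 32% in these data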;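 note: kinetic rate of NADH fluorescence loss reporting ADP formed by the decarboxylase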
# KRASV12 cytotoxicity: cytotoxicity in KRAS-transformed pancreatic duct cells, primary screen, cell-based, fluorescence, HTS (AID 431) | HPDE-C7K KRASV12 cells, Alamar Blue viability, 48 h; higher % means a stronger effect | cytotoxicity, % at 10 µM, or EC50 in µM where a hit was titrated | 63,000 tested, 1.7% active;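 active = compounds whose percent cytotoxicity in the single-dose primary screen, scaled between solvent and toxic-drug controls, exceeds 50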;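 note: 0% = DMSO solvent wells and 100% = doxorubicin-treated wells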
# Spn MK inh: inhibitors of Streptococcus pneumoniae mevalonate kinase | purified MK, PK/LDH-coupled NADH absorbance 340 nm | inhibition, % at 10 µM | 65,000 tested, 0.48% active | AID 555;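 active = ranked among the strongest by inhibition in the single 10 µM screen, a fixed top-ranked set picked for dose follow-up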; note: no value below 0 was filed
# PMK inhibit: inhibitors of Streptococcus pneumoniae phosphomevalonate kinase; purified PMK, PK/LDH-coupled NADH absorbance 340 nm; inhibition, % at 10 µM; 65,000 tested, 0.49% active; AID 539;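 active = top-ranked compounds by inhibition in the single 10 µM screen, taking a fixed number of the strongest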;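 note: 0% = full reaction with DMSO carrier and 100% = background rate without enzyme reaction; no value below 0 was filed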
# HPDE-C7 cytotoxicity: cytotoxicity in HPDE-C7 cells, cell-based, fluorescence, HTS (AID 430); HPDE-C7 pancreatic duct cells viability, fluorescence; higher % means a stronger effect; cytotoxicity, % at 10 µM; hits with a dose series show EC50 in µM; 63,000 tested, 1.8% active;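 note: cells exposed to compound for 48 hours before viability readout; 0% = vehicle and 100% = reference cytotoxic drug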
# Bfl-1 inhibitors: Bfl-1 inhibitors, primary screen, biochemical, fluorescence polarization, FITC-Bid, mouse (AID 432). FITC-Bid BH3 peptide fluorescence polarization displacement; higher % means a stronger effect. displacement, % at 20 µM, or IC50 in µM where a hit was titrated. 64,000 tested, 0.02% active; in the data active = a potency from the dose series; inactive = the rest, 99 in 100 with displacement below about 15%; note: strong numbers were not always called active
# LYP inhibition: LYP phosphatase inhibitors, primary screen, biochemical, DiFMUP fluorescence, recombinant catalytic domain, 10 µM (AID 606). one-dose inhibition, % at 10 µM; IC50 in µM for titrated hits. 52,000 tested, under 10 active. recombinant LYP catalytic domain, DiFMUP fluorescence; higher % means a stronger effect;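 active = IC50 under 40 µM in the dose-response test; inactive = IC50 of 40 µM or more, or never dose-tested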
# PMK inhibit pilot replicates: further read-out of PMK inhibit, marked with its call; inhibition, %; measured here: pilot screen replicates
# Spn MK inh pilot replicates: further read-out of Spn MK inh, marked with its call; inhibition, %; measured here: pilot screen replicates
# Spn DPM-DC inh pilot screen %: further read-out of Spn DPM-DC inh, marked with its call; inhibition, %; measured here: pilot screen trials
# * marks the source's active call; other numbers are inactive results; i = inactive; . = not tested or not shown; & = joins results of further samples. Cut-off read from the data, not from the text of the source, unless noted: active = cytotoxicity above about 50%; inactive = the rest.
SMILES,TNAP inhibition,HT1080 cytotoxicity,Spn DPM-DC inh,KRASV12 cytotoxicity,Spn MK inh,PMK inhibit,HPDE-C7 cytotoxicity,Bfl-1 inhibitors,LYP inhibition,others
COc1ccc(-c2nn3c(C4CCCCC4)nnc3s2)cc1OC,8%,0%,i,-8%,7,2,-3%,5%,-3%,
CC(NC(=O)Cn1nc(C(=O)O)c2ccccc2c1=O)c1ccccc1 (stereo not drawn),5%,0%,i,-8%,3,15,-6%,1%,3%,
CC1(C)Cc2ccccc2C(=O)N1,5%,9%,i,0%,8,0,-3%,-3%,4%,
CCOc1ccc(NC(=O)CSc2nccn2C)cc1,5%,10%,i,20%,7,0,13%,-2%,4%,PMK inhibit pilot replicates=3.5;Spn MK inh pilot replicates=0.0;Spn DPM-DC inh pilot screen %=0.5
O=C(CSc1nc2ccccc2n1CC(=O)NCc1ccccc1)NCc1ccco1,2%,-12%,i,-9%,1,4,-14%,-7%,-1%,
CCOC(=O)C1=C(C)NC(C)=C(C(=O)OCC)C1C(=O)O,19%,-2%,i,.,8,10,.,1%,.,
CC1CCc2c(sc3c2C2=NS(=O)(=O)CCN2C=N3)C1 (stereo not drawn),6%,2%,i,-1%,2,2,0%,1%,.,PMK inhibit pilot replicates=4.0;Spn MK inh pilot replicates=0.0;Spn DPM-DC inh pilot screen %=1.0
CC(=O)c1c(C)[nH]c(C(=O)CSc2nnc(CN3CCCCCC3=O)n2-c2ccccn2)c1C,6%,-5%,i,-6%,10,7,-2%,6%,3%,
CCOC(=O)c1oc2ccccc2c1CN1CCN(C(=O)c2ccccc2)CC1,2%,7%,i,-3%,16,5,2%,5%,-2%,
Cc1cc(C)nc(SCC(=O)c2cc3ccccc3oc2=O)n1,6%,1%,i,9%,6,1,2%,-2%,11%,
COc1ccccc1N1CCN(Cc2nc3ccccc3c(=O)n2CC(C)=O)CC1,0%,9%,i,4%,11,0,-24%,0%,-8%,
O=C1C=C(N2CCN(C3=CC(=O)CCC3)CC2)CCC1,8%,-3%,i,-8%,0,8,-9%,3%,.,
O=C(NCc1ccccc1Cl)C1CCN(S(=O)(=O)N2CCCCC2)CC1,1%,9%,i,-4%,0,17,-6%,0%,10%,
COc1ccc(-n2cnnc2SCC(=O)c2ccc(S(=O)(=O)N3CCOCC3)cc2)cc1,9%,-3%,i,-8%,3,8,6%,-4%,21%,
O=C(Oc1cccc(Oc2ccccc2)c1)N1CCOCC1,13%,-5%,i,-15%,11,7,-6%,2%,-3%,
COc1ccccc1OC1=NS(=O)(=O)c2ccccc21,16%,3%,i,-14%,4,17,-12%,3%,13%,
O=C(CP(=O)(c1ccccc1)c1ccccc1)N1CCCCC1,7%,2%,i,4%,6,0,4%,-15%,13%,PMK inhibit pilot replicates=5.0;Spn MK inh pilot replicates=1.5;Spn DPM-DC inh pilot screen %=1.5
Cc1noc(C)c1CSc1nc2sc(C)c(C)c2c(=O)n1-c1ccccc1,10%,-2%,i,5%,7,2,-4%,-1%,15%,
CCS(=O)(=O)n1nc(C(=O)N2CCOCC2)nc1N,.,8%,i,.,2,0,.,.,-6%,
Cc1ccc(C)c(N2CCN(C(=O)c3ccccc3Br)CC2)c1,9%,10%,i,-31%,0,14,-18%,-4%,7%,
COc1ccc(C2=NOC(C(=O)N3CCCc4ccccc43)C2)cc1 (stereo not drawn),10%,-2%,i,2%,7,4,-5%,-3%,-2%,
COc1ccc(CN2CC34C=CC(O3)C(C(=O)O)C4C2=O)cc1 (stereo not drawn),-5%,-2%,i,3%,0,1,-1%,-4%,-3%,
CCOc1ccc(CCNC(=O)CCN2C(=O)COc3ccccc32)cc1OCC,2%,-4%,i,-8%,0,16,-20%,-7%,.,
CC(C)CC(c1nnnn1Cc1ccco1)N1CCN(C2CCCC2)CC1 (stereo not drawn),8%,18%,i,-11%,10,6,-10%,2%,2%,
O=C(NCc1ccc(F)cc1)c1cc2n(n1)C(C(F)(F)F)CC(C1CC1)N2 (stereo not drawn),-5%,-7%,i,-22%,9,9,-32%,150%,13%,
COCCOC(=O)CC1=NC(=O)CS1,8%,34%,i,-31%,11,16,-24%,4%,9%,
COc1cccc(C=Nc2ccc3c(c2)OCCO3)c1O,22%,-4%,i,10%,14,17,15%,-4%,11%,PMK inhibit pilot replicates=2.0;Spn MK inh pilot replicates=0.0;Spn DPM-DC inh pilot screen %=1.0
CCn1c(Cc2c(C)[nH]c3ccccc23)nnc1SCC(N)=O,11%,.,i,1%,11,6,-7%,-2%,0%,
COc1cccc(C2CC(c3ccccc3OC)n3nc(N)nc3N2)c1 (stereo not drawn),9%,-4%,i,3%,6,11,4%,-1%,-5%,
COC(=O)c1[nH]c2ccccc2c1NC(=O)CN1CCC(C(N)=O)(N2CCCCC2)CC1,7%,0%,i,0%,6,8,-8%,0%,6%,PMK inhibit pilot replicates=0.0;Spn MK inh pilot replicates=0.0;Spn DPM-DC inh pilot screen %=1.0
COc1ccccc1-c1cc(C(F)(F)F)nc(NCc2ccco2)n1,12%,4%,i,6%,8,0,-17%,-2%,18%,
CCOC(=O)Nc1ccc2c(c1)N(C(=O)CN1CCN3CCCC3C1)c1ccccc1CC2 (stereo not drawn),3%,-10%,i,-19%,5,9,-21%,-9%,4%,
CC(=O)NC(c1ccccc1)c1cccnc1 (stereo not drawn),1%,4%,i,-12%,8,4,-5%,-5%,-1%,
COc1cccc(C(CC(=O)NCc2ccco2)NS(=O)(=O)c2ccc(C)cc2)c1OC (stereo not drawn),6%,0%,i,-5%,6,0,-18%,-5%,-12%,
COc1ccc(CN(Cc2nc3ccccc3c(=O)[nH]2)C(=O)C(C)(C)C)cc1,14%,28%,i,4%,5,16,-8%,-7%,-1%,
CC(C)CCNC(=O)C(c1ccco1)N(Cc1ccc(F)cc1)C(=O)c1snc(C(N)=O)c1N (stereo not drawn),9%,-4%,i,1%,9,5,-1%,-1%,-3%,
CCCS(=O)(=O)N1CCCC(C(=O)N2CCN(c3ccccn3)CC2)C1 (stereo not drawn),1%,-1%,i,3%,3,11,0%,5%,.,
COc1ccc(-c2cc(C(=O)Nc3cccc(C(C)=O)c3)no2)cc1,8%,.,i,-8%,0,24,-20%,-1%,3%,
C/C(=C\C(=O)c1ccc(C)cc1)Nc1cccc(O)c1,8%,4%,i,-15%,5,12,-15%,-5%,3%,
COc1ccc(C(=O)N2CCc3cc(OC)c(OC)cc3C2)cc1OC,2%,-6%,i,-4%,4,6,6%,7%,-2%,

# Reprinted at random: 6 entries already listed
SMILES,TNAP inhibition,HT1080 cytotoxicity,Spn DPM-DC inh,KRASV12 cytotoxicity,Spn MK inh,PMK inhibit,HPDE-C7 cytotoxicity,Bfl-1 inhibitors,LYP inhibition,others
Cc1noc(C)c1CSc1nc2sc(C)c(C)c2c(=O)n1-c1ccccc1,10%,-2%,i,5%,7,2,-4%,-1%,15%,
COc1ccc(-c2cc(C(=O)Nc3cccc(C(C)=O)c3)no2)cc1,8%,.,i,-8%,0,24,-20%,-1%,3%,
CCCS(=O)(=O)N1CCCC(C(=O)N2CCN(c3ccccn3)CC2)C1 (stereo not drawn),1%,-1%,i,3%,3,11,0%,5%,.,
COc1ccccc1OC1=NS(=O)(=O)c2ccccc21,16%,3%,i,-14%,4,17,-12%,3%,13%,
COc1cccc(C=Nc2ccc3c(c2)OCCO3)c1O,22%,-4%,i,10%,14,17,15%,-4%,11%,PMK inhibit pilot replicates=2.0;Spn MK inh pilot replicates=0.0;Spn DPM-DC inh pilot screen %=1.0
C/C(=C\C(=O)c1ccc(C)cc1)Nc1cccc(O)c1,8%,4%,i,-15%,5,12,-15%,-5%,3%,

# The main list resumes; the 2 compounds before the break are reprinted first.
SMILES,TNAP inhibition,HT1080 cytotoxicity,Spn DPM-DC inh,KRASV12 cytotoxicity,Spn MK inh,PMK inhibit,HPDE-C7 cytotoxicity,Bfl-1 inhibitors,LYP inhibition,others
C/C(=C\C(=O)c1ccc(C)cc1)Nc1cccc(O)c1,8%,4%,i,-15%,5,12,-15%,-5%,3%,
COc1ccc(C(=O)N2CCc3cc(OC)c(OC)cc3C2)cc1OC,2%,-6%,i,-4%,4,6,6%,7%,-2%,
O=C(NCCCN1CCCC1=O)c1cc(=O)c2ccccc2o1,8%,-1%,i,4%,0,15,-1%,-3%,-2%,
Fc1ccccc1CSc1ncnc2c1oc1ccccc12,14%,-18%,i,-6%,13,11,5%,-7%,.,
COc1ccc(-c2c(C)oc3cc(O)cc(O)c3c2=O)cc1OC,9%,-2%,i,-3%,7,0,0%,-7%,10%,
Oc1ccccc1-c1cc(-c2cccc(F)c2)n[nH]1,6%,2%,i,16%,14,5,3%,-7%,2%,
Cc1ccc(OCCCC(=O)Nc2nncs2)cc1,8%,1%,i,2%,2,0,2%,-3%,.,
COc1ccc2[nH]cc(C(=O)CN3CCCCC3C)c2c1 (stereo not drawn),8%,-4%,i,.,11,0,.,-3%,.,
Cc1ccccc1OCc1nc(-c2ccc(-n3cccc3)cc2)no1,18%,-2%,i,49%,9,17,62%*,6%,.,
CCCCOc1cccc(-c2nnc(N)s2)c1,9%,1%,i,16%,0,0,13%,3%,-12%,
CC(C)n1c(CCC(=O)O)ccc1-c1ccccc1,5%,-1%,i,5%,0,0,0%,-2%,4%,
Cc1ccc(Nc2nc(N)nc(CN3CCCCCC3)n2)cc1,9%,4%,i,3%,9,2,6%,-6%,5%,PMK inhibit pilot replicates=2.5;Spn MK inh pilot replicates=0.5;Spn DPM-DC inh pilot screen %=0.0
O=C(Cn1cnc2c(cnn2-c2ccc(F)cc2)c1=O)NCC1CCCO1 (stereo not drawn),2%,3%,i,-17%,4,20,-9%,-14%,0%,
O=C(O)CSc1cccc2cccnc12,1%,-9%&10%,.,-3%,2,6,-8%,-2%,0%,
COc1ccccc1OCCCCCNCCO,6%,6%,i,0%,0,8,-16%,2%,5%,

# Screening results as filed in PubChem.
